Mtb BioA inh: blocks M. tuberculosis BioA enzyme activity. actives 0.096% (n = 360,000). purified M. tuberculosis BioA enzyme, plate reader. inhibition, % at 9.99 µM. AID 602481; in the data active means inhibition above about 40%
Mtb FBA inh: inhibits M. tuberculosis FBA enzyme. inhibition, % at 1 µM. AID 588726. purified M. tuberculosis FBA, fluorescence read-out. actives 2.3% (n = 360,000). P9WQA3; in the data active means inhibition above about 27%;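 further: 0% = vehicle and 100% = reference inhibitor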
Target sequence (P9WQA3 whole entry, looked up): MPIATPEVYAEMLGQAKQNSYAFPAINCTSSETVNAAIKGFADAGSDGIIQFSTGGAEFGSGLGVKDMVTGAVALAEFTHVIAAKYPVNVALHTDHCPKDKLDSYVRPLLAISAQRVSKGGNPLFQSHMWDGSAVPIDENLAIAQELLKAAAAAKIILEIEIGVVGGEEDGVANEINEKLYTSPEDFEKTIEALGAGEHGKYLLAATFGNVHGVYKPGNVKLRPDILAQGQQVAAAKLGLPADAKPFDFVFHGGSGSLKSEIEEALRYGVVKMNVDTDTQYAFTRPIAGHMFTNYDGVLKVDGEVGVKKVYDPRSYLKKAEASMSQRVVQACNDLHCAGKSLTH
PfHsp40 yeast: rescue of PfHsp40-mediated yeast toxicity | S. cerevisiae expressing PfHsp40, growth rescue, ATP luminescence | growth rescue, % at 12.5 µM | actives 0.68% (n = 340,000) | AID 504582; in the data active means growth rescue above about 28%, passing the limit was not always enough;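 further: yeast W303a lacking pdr1 and pdr3 grown in galactose medium; growth measured after three days at 30 °C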
Y pestis TopoI: blocks Yersinia pestis topoisomerase I activity; Y. pestis Topo-I cleavage product accumulation, plate reader; activity, % at 10 µM; actives 0.064% (n = 360,000); in the data active means activity above about 50%, passing the limit was not always enough; further: inactives centre near 2
Vc quorum ag: induces V. cholerae light production without autoinducers. V. cholerae BH1578 lux reporter, luminescence, 6 h. activation, % at 18.7 µM. actives 0.16% (n = 350,000); in the data active means activation mostly above about 9.7%, no sharp cut-off; further: not every result past the cut was called active; inactives centre near 0; reference of the scale not given here
FadD28 binding: inhibitors of Mycobacterium tuberculosis FadD28 bisubstrate binding; FadD28 bisubstrate probe binding, fluorescence polarization; inhibition, % at 12.5 µM; actives 0.22% (n = 360,000); AID 588549; in the data active means inhibition above about 8.5%, passing the limit was not always enough
TcdB inh: TcdB glycohydrolase inhibition. P18177. AID 652162. TcdB glycohydrolase enzymatic assay, plate reader. inhibition, % at 9.99 µM. actives 0.24% (n = 350,000); in the data active means inhibition above about 10%
GDH-TPI counter: GDH-TPI coupled enzyme inhibition counter-screen. GDH-TPI coupled enzyme counterscreen, NADH absorbance. inhibition, % at 4.8 µM. actives 1.2% (n = 360,000). AID 588335; in the data active means inhibition above about 30%;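 further: 0% = DMSO wells and 100% = wells lacking the enzyme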
UGM FP inh: inhibitors of M. tuberculosis UDP-galactopyranose mutase | P9WIQ1 | purified UGM, fluorescence polarization probe displacement | inhibition, % at 10 µM | actives 0.06% (n = 320,000) | AID 504406; in the data active means inhibition above about 10%, passing the limit was not always enough
Target sequence (P9WIQ1 whole entry, looked up): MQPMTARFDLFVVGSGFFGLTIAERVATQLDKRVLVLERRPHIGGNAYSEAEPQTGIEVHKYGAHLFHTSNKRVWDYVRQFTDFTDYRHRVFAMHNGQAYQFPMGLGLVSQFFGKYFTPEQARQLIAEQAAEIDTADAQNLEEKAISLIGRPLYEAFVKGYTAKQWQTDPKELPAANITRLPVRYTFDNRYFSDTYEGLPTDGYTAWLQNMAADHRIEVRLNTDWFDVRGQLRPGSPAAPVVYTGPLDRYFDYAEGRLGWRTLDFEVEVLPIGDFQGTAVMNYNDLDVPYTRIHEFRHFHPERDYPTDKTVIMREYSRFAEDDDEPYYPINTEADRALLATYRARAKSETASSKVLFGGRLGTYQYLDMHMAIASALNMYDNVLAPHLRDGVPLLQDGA
An asterisk follows results filed as active; i = inactive; x = no result given.

| compound | Mtb BioA inh | Mtb FBA inh | PfHsp40 yeast | Y pestis TopoI | Vc quorum ag | FadD28 binding | TcdB inh | GDH-TPI counter | UGM FP inh |
| --- | --- | --- | --- | --- | --- | --- | --- | --- | --- |
| Cc1ccc(NC(=O)CSc2nnc(CNC(=O)c3cccs3)o2)c(C)c1 | -0.7 | -1.0 | -0.3 | 0.3 | -0.3 | -2.8 | -0.5 | 9.9 | -2.2 |
| Nc1ncnc2c(C3OC(CO)C(O)C3O)scc12 (configuration not stated) | x | 73.6* | 144.8* | 9.4 | i | 0.1 | 0.1 | 10.3 | x |
| O=S(=O)(NCC1CCCO1)c1ccc2c(c1)OCCO2 (configuration not stated) | -4.7 | 1.8 | -1.1 | 5.1 | -0.3 | 0.2 | x | 1.2 | 1.2 |
| Cc1ccc(S(=O)(=O)NC(CC(C)C)C(=O)N2CCCCCCC2)cc1 (configuration not stated) | x | 0.4 | 1.1 | 24.0 | i | -3.5 | 0.2 | -2.9 | -1.7 |
| Cc1cc(OC(=O)c2ccc(C(C)(C)C)cc2)c([N+](=O)[O-])c(=O)[nH]1 | -2.2 | -2.7 | -0.7 | -5.7 | -1.1 | -3.0 | -1.6 | 5.2 | -2.7 |
| O=C(COC(=O)c1ccc(Cl)nc1)Nc1ccc2c(c1)CCC2 | -2.3 | 1.4 | -1.0 | 0.7 | i | 2.3 | -0.1 | 9.2 | 1.5 |
| COc1cccc(CN2CC(C(=O)N3CCCCCCC3)CCC2=O)c1 (configuration not stated) | 2.9 | 3.9 | -1.0 | 1.9 | 3.1 | -3.0 | 1.7 | -0.3 | -1.5 |
| CC1CCCCC12NC(=O)N(CC(=O)Nc1ccc3[nH]c(=O)[nH]c3c1)C2=O (configuration not stated) | x | 2.0 | 1.2 | -4.9 | i | -2.6 | -0.4 | -10.8 | -3.8 |
| Cc1cc(C)c(OCCOCCN2CCCC2)c(C)c1 | x | 1.4 | -0.3 | -1.7 | -0.9 | -0.6 | 1.6 | -1.1 | -5.3 |
| COc1cccc(NC(=O)CN(C)C(=O)c2c(C)nn(CC(C)C)c2Cl)c1 | -0.9 | 0.0 | 0.9 | 1.5 | 0.5 | -0.4 | 2.6 | 10.1 | 0.4 |
| CCOc1ccccc1N1CCN(C(=O)CN2C(=O)NC3(CCCC3)C2=O)CC1 | 0.4 | 1.2 | 0.6 | -5.3 | i | -1.1 | 0.5 | -5.8 | -2.6 |
| O=C(O)[C@@H]1Cc2ccccc2N1 | x | 0.1 | 1.5 | -16.0 | -0.5 | -5.0 | 1.2 | 13.2 | -1.3 |
| COc1ccccc1OCC(=O)Nc1ccc(Cl)cc1 | -0.2 | -1.9 | 0.1 | 3.5 | i | 0.2 | x | -4.1 | 1.7 |
| CCCCCc1nnc(NC(=O)c2ccc(N3CCCC3=O)cc2)s1 | x | 3.3 | -0.6 | 8.4 | 1.9 | -1.6 | -1.5 | 3.5 | -2.6 |
| COc1ccc(CCC(C)N(C)Cc2ccccc2)cc1 (configuration not stated) | -0.6 | 1.4 | -0.6 | 3.5 | -0.9 | 0.5 | 1.3 | 7.6 | -0.4 |
| c1ccc(C2=NNC(c3ccccn3)=NN2)nc1 | x | 0.9 | -1.8 | 3.2 | i | -1.1 | -5.5 | 4.6 | -0.5 |
| O=C(C1CCCN1S(=O)(=O)c1ccc(Cl)cc1)N1CCOCC1 (configuration not stated) | 0.1 | 3.7 | -1.6 | 7.5 | -0.2 | 0.5 | x | 2.8 | 0.8 |
| COc1ccc(OC)c(/C=C/C(=O)NCCc2nc3ccccc3[nH]2)c1 | -0.3 | 50.0* | 0.0 | -3.7 | -0.3 | -3.9 | 0.0 | 16.1 | 0.8 |
| CN(C)CCNC(=O)COc1cccc2c1OC(C)(C)C2 | x | -0.3 | 0.1 | 3.9 | i | -5.4 | -0.1 | -5.7 | 2.3 |
| Cc1ccc(S(=O)(=O)N2CCC(=O)N(CCOCc3cccc(F)c3)CC2)cc1 | -2.1 | -2.5 | -0.4 | 23.8 | i | -5.3 | 0.8 | -3.5 | 2.2 |
| COc1cc(-c2nnc(-c3cc(-c4ccccc4)nc4ccccc34)o2)cc(OC)c1OC | -0.2 | 0.5 | -2.7 | 0.9 | i | 0.8 | -0.1 | 15.0 | x |
| Clc1ccc(OCc2nn3c(C4CCCCC4)nnc3s2)c(Cl)c1 | 11.4 | -2.7 | 0.5 | 31.2 | -0.3 | -3.5 | x | -15.9 | 5.2 |
| CN(C1CCCCC1)S(=O)(=O)c1ccc(NC(=S)NC(=O)c2cccs2)cc1 | -4.7 | -3.5 | -1.7 | -8.7 | 0.1 | -2.5 | x | 0.0 | 3.6 |
| COc1cccc(Nc2nc(C(N)Cc3ccc(C(F)(F)F)cc3)cs2)n1 (configuration not stated) | -1.2 | -2.3 | x | -26.8 | i | -6.1 | 1.5 | 7.1 | x |
| CC(Cl)C(=O)Nc1ncc(C(F)(F)F)cc1Cl (configuration not stated) | 0.2 | 9.5 | -0.7 | 2.3 | -0.2 | -4.3 | x | -5.8 | 1.1 |

Molecules from the list above containing a CF3 group (2):
| compound | Mtb BioA inh | Mtb FBA inh | PfHsp40 yeast | Y pestis TopoI | Vc quorum ag | FadD28 binding | TcdB inh | GDH-TPI counter | UGM FP inh |
| --- | --- | --- | --- | --- | --- | --- | --- | --- | --- |
| COc1cccc(Nc2nc(C(N)Cc3ccc(C(F)(F)F)cc3)cs2)n1 (configuration not stated) | -1.2 | -2.3 | x | -26.8 | i | -6.1 | 1.5 | 7.1 | x |
| CC(Cl)C(=O)Nc1ncc(C(F)(F)F)cc1Cl (configuration not stated) | 0.2 | 9.5 | -0.7 | 2.3 | -0.2 | -4.3 | x | -5.8 | 1.1 |

Next section:
| compound | Mtb BioA inh | Mtb FBA inh | PfHsp40 yeast | Y pestis TopoI | Vc quorum ag | FadD28 binding | TcdB inh | GDH-TPI counter | UGM FP inh |
| --- | --- | --- | --- | --- | --- | --- | --- | --- | --- |
| Cc1ccc(SCC(=O)N2CCN(S(=O)(=O)c3cccs3)CC2)cc1 | -0.3 | 5.7 | -0.5 | 19.9 | i | -0.6 | -1.0 | 3.0 | -1.2 |
| Cc1c(NC(=O)OCc2ccccc2)c(=O)n(-c2ccccc2)n1C | -1.0 | -1.1 | -0.2 | 2.3 | x | -3.4 | 1.3 | 9.1 | -1.4 |
| CN(CCOC(=O)c1cccc(F)c1)Cc1ccccc1 | x | 4.1 | -0.8 | -3.1 | i | -0.4 | 0.8 | -6.2 | 0.9 |
| Cn1c(=O)c2[nH]c(N3CCCCC3)nc2n(C)c1=O | -2.1 | 3.5 | 1.1 | -3.1 | 5.6 | 0.2 | 1.2 | -4.0 | -2.2 |
| COc1cccc(CNC(=O)Cn2nc(C)c3c(C)n(-c4ccc(C)cc4)nc3c2=O)c1OC | 0.8 | 0.1 | -0.4 | 12.6 | i | 1.7 | 0.9 | -1.0 | 1.9 |
| CC(=O)N1c2ccc(S(=O)(=O)N3CCC(C(=O)N4CCN(c5ccc(Cl)cc5)CC4)CC3)cc2CC1C (configuration not stated) | -1.2 | -0.8 | -0.5 | 27.7 | -1.9 | -3.7 | 1.4 | 0.5 | -1.3 |
| CCc1nc(C)cn1S(=O)(=O)c1cc([N+](=O)[O-])ccc1Cl | 0.0 | -0.7 | 6.9 | 7.9 | -0.5 | -0.1 | 1.0 | 0.6 | 2.3 |
| CCOC(=O)C1C(c2ccc(O)c(OCC)c2)NC(=S)NC1(O)C(F)(F)F (configuration not stated) | -1.1 | 1.9 | 0.2 | 10.8 | i | 0.8 | x | 8.9 | 1.3 |
| CCCOc1ccc(C(CC(=O)O)NC(=O)c2cccs2)cc1 (configuration not stated) | 0.8 | 0.7 | 0.2 | 3.8 | -0.6 | 0.1 | x | 19.1 | 2.0 |
| COCCNC(=O)COc1ccc(Oc2ccccc2)cc1 | 0.7 | -0.1 | -2.1 | 12.2 | -2.9 | 0.0 | x | 5.7 | 0.4 |
| CC(SC1=NCCN1S(=O)(=O)c1ccccc1)c1ccccc1 (configuration not stated) | -1.2 | -0.3 | -0.6 | 26.8 | -1.5 | -1.0 | -0.4 | 4.1 | 2.4 |
| COc1ccc(C2c3c(ccc4ccccc34)Oc3ncn4nc(-c5ccco5)nc4c32)cc1OC (configuration not stated) | x | 1.7 | 1.6 | 19.8 | -0.2 | -1.3 | x | 3.6 | 0.6 |
| O=C(CS(=O)(=O)Cc1ccccc1)NCc1ccccc1Cl | -0.1 | -0.6 | 1.7 | -3.7 | -0.7 | -1.8 | -1.9 | 3.1 | -1.2 |
| C[C@H]1CC2C3CC=C4C[C@@H](O)CC[C@]4(C)C3CC[C@]2(C)[C@H]1O (some centres not stated) | -1.3 | -1.1 | -0.1 | 2.0 | 1.6 | -4.7 | 0.0 | -6.5 | -0.6 |
| COc1cccc(-c2cc(C(=O)O)[nH]n2)c1 | 2.1 | -4.8 | 1.1 | 1.2 | -0.2 | -4.7 | x | -11.5 | 2.1 |
| O=C(NC1CCCC1)c1ccc(COc2ccccc2Br)o1 | 1.1 | -0.5 | 3.3 | 24.1 | -1.1 | -1.8 | 1.7 | 4.7 | -0.2 |
| Cc1ccc(C)c(NC(CC(=O)c2ccccc2)C(=O)OCC(=O)c2cccs2)c1 (configuration not stated) | -0.8 | 1.1 | 0.7 | 15.3 | -0.2 | -0.4 | -1.3 | -1.1 | -1.1 |
| CCC1CCCCN1Cc1c(O)ccc2c(=O)c(-c3ccccc3OC)coc12 (configuration not stated) | -0.4 | 83.4* | 0.3 | -2.9 | -0.6 | -1.0 | 0.7 | 8.4 | 0.2 |
| CC(C(=O)Nc1ccc2c(c1)OCCO2)N1Cc2ccccc2C1=O (configuration not stated) | x | 0.1 | 4.5 | 6.0 | -4.3 | 0.5 | -0.3 | 7.0 | -0.2 |
| O=C(CSC1CC(=O)N(c2ccc(C(=O)O)cc2)C1=O)Nc1ccc2ccccc2c1 (configuration not stated) | x | 1.7 | -1.8 | -10.0 | 0.4 | -1.3 | 1.3 | 5.4 | 0.4 |
| COc1cccc(/C=C2/SC(=S)N(CCCC(=O)Nc3ccc(O)cc3)C2=O)c1 | -0.8 | -3.7 | 1.6 | -2.1 | x | -3.3 | 1.4 | -2.4 | 0.0 |
| O=C1CC2(CCCC2)Oc2ccc(Cl)cc21 | 0.1 | 2.2 | -1.7 | -9.0 | -0.3 | -3.6 | -5.6 | 3.1 | 0.9 |
| O=C(O)c1ccc(-n2cc(C(=O)c3ccccc3O)cn2)cc1 | 0.8 | -0.6 | -0.5 | 7.9 | i | -0.2 | 0.2 | 7.9 | 3.5 |
| Cc1cc(/C=C(\C#N)C(=O)Nc2ccc(F)cc2)c(C)n1-c1ccc(N2CCOCC2)c([N+](=O)[O-])c1 | 0.2 | 0.4 | 0.7 | -4.7 | -0.2 | -0.8 | x | 7.5 | 2.0 |
| O=S(=O)(c1cccc(-c2n[nH]c(=S)n2-c2ccccc2Cl)c1)N1CCOCC1 | 1.3 | -1.5 | -0.3 | -3.5 | -0.8 | -3.0 | 2.9 | -11.6 | -0.6 |
| CC1CC2(C)Oc3ccccc3C3OCC1(CO)C(C)C32 (configuration not stated) | -1.3 | -0.3 | -0.3 | 2.5 | i | -2.2 | -0.8 | 3.5 | 0.0 |

One compound at a time, as listed above. Screens in order: Mtb BioA inh | Mtb FBA inh | PfHsp40 yeast | Y pestis TopoI | Vc quorum ag | FadD28 binding | TcdB inh | GDH-TPI counter | UGM FP inh
CC(SC1=NCCN1S(=O)(=O)c1ccccc1)c1ccccc1 (configuration not stated) across the screens: -1.2 | -0.3 | -0.6 | 26.8 | -1.5 | -1.0 | -0.4 | 4.1 | 2.4
Cc1cc(/C=C(\C#N)C(=O)Nc2ccc(F)cc2)c(C)n1-c1ccc(N2CCOCC2)c([N+](=O)[O-])c1 across the screens: 0.2 | 0.4 | 0.7 | -4.7 | -0.2 | -0.8 | x | 7.5 | 2.0
Cc1c(NC(=O)OCc2ccccc2)c(=O)n(-c2ccccc2)n1C across the screens: -1.0 | -1.1 | -0.2 | 2.3 | x | -3.4 | 1.3 | 9.1 | -1.4
O=C(CS(=O)(=O)Cc1ccccc1)NCc1ccccc1Cl across the screens: -0.1 | -0.6 | 1.7 | -3.7 | -0.7 | -1.8 | -1.9 | 3.1 | -1.2
CCCOc1ccc(C(CC(=O)O)NC(=O)c2cccs2)cc1 (configuration not stated) across the screens: 0.8 | 0.7 | 0.2 | 3.8 | -0.6 | 0.1 | x | 19.1 | 2.0

Assay outcomes as filed in PubChem BioAssay.
